ADAM10 inh: inhibitors of human ADAM10 | 0.62% of 370,000 active | O14672 | inhibition, % at 7 µM | recombinant ADAM10, EDANS/DABCYL FRET peptide cleavage, 3 h;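 active means inhibition above a per-campaign cutoff equal to the mean of compounds falling between control-based bounds plus 3 SD, cut at about 20% in these data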;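 further: 0% = DMSO wells while the 100% control is not disclosed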
Target sequence (O14672 214-748 limits assumed): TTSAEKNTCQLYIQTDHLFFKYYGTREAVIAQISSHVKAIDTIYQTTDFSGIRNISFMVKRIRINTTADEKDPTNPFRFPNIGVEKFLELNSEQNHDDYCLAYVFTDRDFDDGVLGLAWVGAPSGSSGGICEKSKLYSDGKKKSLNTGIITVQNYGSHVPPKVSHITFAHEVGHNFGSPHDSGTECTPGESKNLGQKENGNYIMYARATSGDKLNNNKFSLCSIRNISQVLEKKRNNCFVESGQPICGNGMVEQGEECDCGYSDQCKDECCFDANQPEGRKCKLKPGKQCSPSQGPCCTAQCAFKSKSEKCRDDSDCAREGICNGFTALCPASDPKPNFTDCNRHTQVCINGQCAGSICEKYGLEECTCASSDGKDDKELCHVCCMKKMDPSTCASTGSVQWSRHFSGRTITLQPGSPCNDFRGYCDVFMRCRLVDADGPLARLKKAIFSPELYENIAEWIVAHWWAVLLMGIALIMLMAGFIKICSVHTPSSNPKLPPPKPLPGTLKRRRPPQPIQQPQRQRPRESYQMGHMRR
ssDAF12 agonist: activates DAF-12 receptor from parasite S. stercoralis; HEK293 ssDAF-12/GRIP1 lit1-tk-luc reporter, luminescence; % of 3 µM dafachronic acid response; activation, % at 6.8 µM; 1% of 370,000 active; AID 652126;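 active means activation above the mean over all tested compounds plus 3 SD, cut at about 0.9% in these data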;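 further: 0% = DMSO-only wells and 100% = 3 µM delta7-dafachronic acid wells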
hgDAF12 agonist: hgDAF-12 agonism, primary luciferase screen | activation, % at 6.8 µM | HEK293 GAL4-hgDAF12 UAS-luciferase reporter, agonist luminescence; normalized to butyrate control | 1.8% of 370,000 active;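 active means activation above a cutoff set at the mean of all screened compounds plus 3 SD, cut at about 10% in these data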;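 further: 0% = DMSO wells and 100% = sodium butyrate wells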
PLCb3 inh: blocks human PLC-beta3 enzyme activity. 0.18% of 370,000 active. Q01970. Purified PLC-beta3, fluorogenic substrate, fluorescence. inhibition, % at 12.2 µM; in the data active means inhibition above about 11%;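 further: 0% = median of compound wells on plate and 100% = full blocker control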
HGIII-sPLA2 inh: Blocks human group III sPLA2 activity; Q9NZ20; QFRET BODIPY PC-A2 liposome hydrolysis, fluorescence; inhibition, % at 12.2 µM; 0.56% of 370,000 active; AID 743126;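 active means inhibition above mean plus 3 SD of compounds lying within the high and low control bounds, cut at about 19% in these data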;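 further: 0% = median of test compound wells and 100% = no enzyme DMSO wells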
GAA850 FXN act: increases GAA850 frataxin promoter reporter activity; activation, % at 6 µM; HEK293 lucGAA850 FXN promoter luciferase reporter, 24 h; percent of 10 µM SAHA response; 0.56% of 360,000 active;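 active means activation above the average of all compounds screened plus 3 SD, cutoff fixed separately per campaign, cut at about 7.5% in these data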;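 further: 0% = DMSO wells and 100% = 10 µM SAHA wells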
ADAM17 inh: inhibitors of human ADAM17; inhibition, % at 6.95 µM; 0.83% of 370,000 active; recombinant ADAM17, EDANS/DABCYL FRET peptide cleavage; P78536;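 active means inhibition above the mean of compounds lying between control limits plus 3 SD, set per campaign, cut at about 8.5% in these data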;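 further: 0% = DMSO-only wells as the low control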
DAX1 inh-1: blocks DAX1 repression of SF-1 activated StAR promoter. inhibition, % at 6.8 µM. 1.1% of 370,000 active. HEK293T StAR-luciferase reporter, SF-1/DAX-1 repression relief. AID 652010;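 active means inhibition above the mean over all tested compounds plus 3 SD, cut at about 3.6% in these data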;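 further: 0% = DAX-1 cells with DMSO and 100% = cells lacking DAX-1 with DMSO; higher inhibition means more luminescence from relief of DAX-1 repression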
DAX1 inh-2: inhibits human nuclear receptor DAX1. inhibition, % at 6.75 µM. AID 504766. HEK293 Gal4-DAX1 luciferase reporter, luminescence. P51843. 0.99% of 340,000 active;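 active means inhibition above the mean over all tested compounds plus 3 SD, cut at about 4.2% in these data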;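 further: 0% = DAX1-transfected cells with DMSO and 100% = empty-vector control cells with DMSO; inhibition shows as a rise in luminescence from relieved DAX1 repression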
Target sequence (P51843 207-470 limits assumed): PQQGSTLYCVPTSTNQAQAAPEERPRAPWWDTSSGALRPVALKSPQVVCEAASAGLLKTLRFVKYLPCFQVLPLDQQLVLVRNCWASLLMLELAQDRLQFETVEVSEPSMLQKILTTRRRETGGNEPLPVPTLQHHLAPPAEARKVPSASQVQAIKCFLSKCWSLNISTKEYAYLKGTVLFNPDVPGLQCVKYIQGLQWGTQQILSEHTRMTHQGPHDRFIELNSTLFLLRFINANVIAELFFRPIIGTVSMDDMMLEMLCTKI
PLCg1 inh: blocks human PLC-gamma1 enzyme activity; P19174; purified PLC-gamma1, fluorogenic substrate, fluorescence; inhibition, % at 12.2 µM; 0.84% of 370,000 active; AID 720700; in the data active means inhibition above about 9.5%
hcDAF12 agonist: activates DAF-12 receptor from parasite H. contortus. HEK293 hcDAF-12 lit1-tk-luc reporter, luminescence; 0% DMSO, 100% Δ7-dafachronic acid. activation, % at 6.8 µM. 1.4% of 370,000 active. AID 652067;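 active means activation above the mean of all tested compounds plus 3 SD, cut at about 5.5% in these data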;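 further: 100% = response to 3 µM Δ7-dafachronic acid high control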
An asterisk follows results filed as active.

What do the screens show for `Cc1ccc(C=C2C=C(c3ccccc3)OC2=O)cc1`?
ADAM10 inh: -4.3; ssDAF12 agonist: 0.0; hgDAF12 agonist: 3.3; PLCb3 inh: 1.6; HGIII-sPLA2 inh: -3.0; GAA850 FXN act: 0.6; ADAM17 inh: -0.7; DAX1 inh-1: 1.7; DAX1 inh-2: 0.9; PLCg1 inh: 0.1; hcDAF12 agonist: 1.4

Results for CCC1CCC(C(=O)NC(C(=O)NCCc2ccc(S(N)(=O)=O)cc2)C(C)C)CC1 (stereo not given) ?
ADAM10 inh: -2.7; ssDAF12 agonist: -1.4; hgDAF12 agonist: -1.8; PLCb3 inh: -1.7; HGIII-sPLA2 inh: 0.3; GAA850 FXN act: 1.8; ADAM17 inh: -4.0; DAX1 inh-1: 0.1; DAX1 inh-2: -0.2; PLCg1 inh: 2.5; hcDAF12 agonist: -0.9

How did CCC(C)CNC(=O)c1cccc(OC2CCN(CC(C)(C)C)CC2)c1 (stereo not given) do in these assays?
ADAM10 inh: 7.2; ssDAF12 agonist: -1.7; hgDAF12 agonist: 0.8; PLCb3 inh: -5.5; HGIII-sPLA2 inh: 7.0; GAA850 FXN act: 0.1; ADAM17 inh: 0.1; DAX1 inh-1: 0.7; DAX1 inh-2: -0.5; PLCg1 inh: 2.3; hcDAF12 agonist: 0.7

How did CCc1ccc(NC(=O)Cn2nc(C)n3cccc3c2=O)cc1 do in these assays?
ADAM10 inh: 4.1; ssDAF12 agonist: -1.2; hgDAF12 agonist: 1.1; PLCb3 inh: -4.8; HGIII-sPLA2 inh: -10.3; GAA850 FXN act: -0.5; ADAM17 inh: 0.7; DAX1 inh-1: 0.1; DAX1 inh-2: 0.7; PLCg1 inh: 1.7; hcDAF12 agonist: -2.6

What do the screens show for `Cc1ncc[nH]1`?
ADAM10 inh: -17.7; ssDAF12 agonist: -0.4; hgDAF12 agonist: 1.6; PLCb3 inh: -1.0; HGIII-sPLA2 inh: 14.9; GAA850 FXN act: 2.3; ADAM17 inh: -8.7; DAX1 inh-1: -0.4; DAX1 inh-2: 0.2; PLCg1 inh: 0.7; hcDAF12 agonist: -3.6

How did CCCCn1cnc2c(SCCc3ccccc3)nc(N)nc21 do in these assays?
ADAM10 inh: -85.5; ssDAF12 agonist: -0.9; hgDAF12 agonist: 4.7; PLCb3 inh: -18.5; HGIII-sPLA2 inh: -8.3; GAA850 FXN act: 4.4; ADAM17 inh: -23.3; DAX1 inh-1: 1.3; DAX1 inh-2: 0.8; PLCg1 inh: -8.5; hcDAF12 agonist: 0.7

How did Cc1nnc(N2CCCC(C(=O)NCc3cccc(F)c3)C2)c2nn(-c3ccccc3)c(C)c12 (stereo not given) do in these assays?
ADAM10 inh: -228.6; ssDAF12 agonist: -1.5; hgDAF12 agonist: -2.0; PLCb3 inh: -167.1; HGIII-sPLA2 inh: -12.7; GAA850 FXN act: -0.7; ADAM17 inh: -75.2; DAX1 inh-1: -0.9; DAX1 inh-2: -0.1; PLCg1 inh: -106.0; hcDAF12 agonist: -0.3

How did O=S(=O)(c1ccc(Cl)cc1)n1cnc2ccccc21 do in these assays?
ADAM10 inh: 2.7; ssDAF12 agonist: -1.0; hgDAF12 agonist: -4.0; PLCb3 inh: -0.9; HGIII-sPLA2 inh: 3.4; GAA850 FXN act: 0.3; ADAM17 inh: -1.5; DAX1 inh-1: -0.1; DAX1 inh-2: 3.3; PLCg1 inh: 1.5; hcDAF12 agonist: -1.0

How did Cc1ccc(-c2cc(C(=O)Nc3c(C)n(C)n(-c4ccccc4)c3=O)[nH]n2)c(O)c1 do in these assays?
ADAM10 inh: 7.9; ssDAF12 agonist: -1.6; hgDAF12 agonist: -1.5; PLCb3 inh: -0.3; HGIII-sPLA2 inh: -4.9; GAA850 FXN act: -1.8; ADAM17 inh: 5.3; DAX1 inh-1: -0.4; DAX1 inh-2: 1.6; PLCg1 inh: 9.0; hcDAF12 agonist: -1.8

Results for Oc1c(CN2CCN(c3ccccc3)CC2)cc(Br)c2cccnc12 ?
ADAM10 inh: -1.8; ssDAF12 agonist: -1.5; hgDAF12 agonist: 0.2; PLCb3 inh: -9.0; HGIII-sPLA2 inh: 0.5; GAA850 FXN act: 0.3; ADAM17 inh: -0.1; DAX1 inh-1: -0.8; DAX1 inh-2: -3.4; PLCg1 inh: -5.7; hcDAF12 agonist: 1.1

What do the screens show for `Cc1ccccc1OCC(=O)NCCCNC(=O)c1ccncc1`?
ADAM10 inh: 9.2; ssDAF12 agonist: -0.7; hgDAF12 agonist: 1.6; PLCb3 inh: -2.7; HGIII-sPLA2 inh: 1.1; GAA850 FXN act: 1.6; ADAM17 inh: 0.1; DAX1 inh-1: 0.0; DAX1 inh-2: 1.7; PLCg1 inh: 3.5; hcDAF12 agonist: -1.4

How did Cc1ncc([N+](=O)[O-])n1CC(=O)Nc1cccc(C(F)(F)F)c1 do in these assays?
ADAM10 inh: -1.2; ssDAF12 agonist: -1.1; hgDAF12 agonist: -0.6; PLCb3 inh: -6.1; HGIII-sPLA2 inh: 1.8; GAA850 FXN act: 0.0; ADAM17 inh: 0.2; DAX1 inh-1: -0.3; DAX1 inh-2: 0.5; PLCg1 inh: 1.7; hcDAF12 agonist: -1.4

How did CN(C)c1cccc(C(=O)NCc2ccc(Cl)cc2)c1 do in these assays?
ADAM10 inh: -3.2; ssDAF12 agonist: -1.4; hgDAF12 agonist: -0.8; PLCb3 inh: -10.2; HGIII-sPLA2 inh: 0.9; GAA850 FXN act: 2.7; ADAM17 inh: -5.7; DAX1 inh-1: -0.7; DAX1 inh-2: 1.0; PLCg1 inh: -7.4; hcDAF12 agonist: -0.9

What do the screens show for `COc1ccc(NC(=O)COc2cccnc2[N+](=O)[O-])cc1OC`?
ADAM10 inh: 4.1; ssDAF12 agonist: -1.8; hgDAF12 agonist: -1.4; PLCb3 inh: -1.1; HGIII-sPLA2 inh: -1.1; GAA850 FXN act: 0.0; ADAM17 inh: 0.5; DAX1 inh-1: -1.3; DAX1 inh-2: 0.0; PLCg1 inh: 3.2; hcDAF12 agonist: -0.7

How did N=c1c2c(-c3ccccc3)c(-c3ccccc3)n(Cc3ccco3)c2ncn1CCO do in these assays?
ADAM10 inh: 2.5; ssDAF12 agonist: -0.1; hgDAF12 agonist: 0.0; PLCb3 inh: -2.7; HGIII-sPLA2 inh: -7.1; GAA850 FXN act: -9.8; ADAM17 inh: -4.4; DAX1 inh-1: -1.9; DAX1 inh-2: -2.0; PLCg1 inh: -0.7; hcDAF12 agonist: -0.6

How did COc1ccc(NCc2nnc(SCC(=O)c3ccc(OC)cc3)o2)cc1 do in these assays?
ADAM10 inh: 7.2; ssDAF12 agonist: -0.4; hgDAF12 agonist: 0.5; PLCb3 inh: -2.1; HGIII-sPLA2 inh: -15.9; GAA850 FXN act: -1.5; ADAM17 inh: -0.8; DAX1 inh-1: -0.5; DAX1 inh-2: 0.6; PLCg1 inh: -5.6; hcDAF12 agonist: -1.0

Results for COc1cccc(CNc2nc3cc(-c4ccc(C)cc4)sc3c(=O)n2C)c1OC ?
ADAM10 inh: 4.2; ssDAF12 agonist: -0.8; hgDAF12 agonist: 6.7; PLCb3 inh: 0.2; HGIII-sPLA2 inh: -11.2; GAA850 FXN act: 1.6; ADAM17 inh: 1.5; DAX1 inh-1: -1.9; PLCg1 inh: -0.1; hcDAF12 agonist: -0.9

How did CCC(CC)c1nnc(NC(=O)c2nc3nc(C)cc(C)n3n2)s1 do in these assays?
ADAM10 inh: -5.4; ssDAF12 agonist: -1.1; hgDAF12 agonist: -0.9; PLCb3 inh: -3.1; HGIII-sPLA2 inh: -5.5; GAA850 FXN act: 2.6; ADAM17 inh: -4.5; DAX1 inh-1: 0.4; DAX1 inh-2: 1.0; PLCg1 inh: -2.0; hcDAF12 agonist: -0.2

Results for O=C(CN(C(=O)c1csnn1)c1cccc(Cl)c1)NCCc1ccccc1 ?
ADAM10 inh: 6.0; ssDAF12 agonist: -1.0; hgDAF12 agonist: 0.6; PLCb3 inh: -2.0; HGIII-sPLA2 inh: -1.4; GAA850 FXN act: -0.9; ADAM17 inh: 0.2; DAX1 inh-1: -0.1; DAX1 inh-2: -0.3; PLCg1 inh: 1.9; hcDAF12 agonist: -2.4

Results for CCOC(=O)c1sc(Nc2nc3ccc(OC)cc3s2)cc1C ?
ADAM10 inh: -399.9; ssDAF12 agonist: -1.4; hgDAF12 agonist: 3.8; PLCb3 inh: inactive; HGIII-sPLA2 inh: 5.2; GAA850 FXN act: 5.5; ADAM17 inh: -189.1; DAX1 inh-1: -0.8; DAX1 inh-2: -1.1; PLCg1 inh: inactive; hcDAF12 agonist: -0.6

What do the screens show for `O=C(Cn1nnc(-c2ccccc2)c1COc1ccc2ccccc2c1)NCC1CC1`?
ADAM10 inh: 7.4; ssDAF12 agonist: -1.2; hgDAF12 agonist: -3.9; PLCb3 inh: 0.1; HGIII-sPLA2 inh: -30.4; GAA850 FXN act: -0.1; ADAM17 inh: 4.1; DAX1 inh-1: -1.2; PLCg1 inh: -0.5; hcDAF12 agonist: -2.3

What do the screens show for `Cc1ccc(-c2csc(-c3c[nH]c4ccccc34)n2)cc1`?
ADAM10 inh: 11.3; ssDAF12 agonist: 0.5; hgDAF12 agonist: 13.1*; PLCb3 inh: -6.7; HGIII-sPLA2 inh: -34.9; GAA850 FXN act: 1.9; ADAM17 inh: 5.3; DAX1 inh-1: 0.8; DAX1 inh-2: 1.6; PLCg1 inh: -3.0; hcDAF12 agonist: 6.1*

How did COc1ccc(CN2c3cc(S(=O)(=O)N4CCOCC4)ccc3N3CCCC32)cc1 (stereo not given) do in these assays?
ADAM10 inh: 0.2; ssDAF12 agonist: -1.8; hgDAF12 agonist: -1.4; PLCb3 inh: -4.9; HGIII-sPLA2 inh: -9.1; GAA850 FXN act: 0.6; ADAM17 inh: -1.4; DAX1 inh-1: -0.4; DAX1 inh-2: -0.1; PLCg1 inh: -1.2; hcDAF12 agonist: -1.4

What do the screens show for `COc1ccc2[nH]c(=O)c(CNC3CCCCC3)cc2c1`?
ADAM10 inh: -437.7; ssDAF12 agonist: -0.9; hgDAF12 agonist: 0.3; PLCb3 inh: -78.2; HGIII-sPLA2 inh: 12.0; GAA850 FXN act: -1.2; ADAM17 inh: -143.5; DAX1 inh-1: 0.3; DAX1 inh-2: 0.0; PLCg1 inh: -62.3; hcDAF12 agonist: 0.3

How did Clc1ccc(C(c2nnnn2C2CCCC2)N2CCN(Cc3ccncc3)CC2)cc1 (stereo not given) do in these assays?
ADAM10 inh: 6.5; ssDAF12 agonist: -1.1; hgDAF12 agonist: -1.4; PLCb3 inh: 2.6; HGIII-sPLA2 inh: -8.9; GAA850 FXN act: 2.3; ADAM17 inh: 1.6; DAX1 inh-1: 1.4; DAX1 inh-2: -0.9; PLCg1 inh: 2.4; hcDAF12 agonist: 1.7
